NTMT1 inh = blocks human N-terminal methyltransferase 1 activity | Q9BV86 | NTMT1 MTase-Glo SAH luminescence, purified enzyme | Potency, µM (titrated, usually from 114 µM), inactives show at the top dose activity change, negative = inhibition, usual class: inhibitors | 2.5% of 59,000 active | AID 1645870;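 further: potency means the concentration at half of the fitted maximal effect; plate controls were DMSO vehicle for no effect and no enzyme for full effect; nearly all actives have a fitted effect of over 65% in size; many of its hits are not listed in these tables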
p53null 39C tox = selectivity test: cytotoxicity in p53 null cells, nonpermissive temperature. H1299 p53-null (neo) cells, 39C, ATPlite viability, 24 h. Potency, µM (titrated, usually from 46.1 µM), for the others: at the top dose activity, negative = cell killing, actives largely listed as cytotoxic. 0.97% of 55,000 active. AID 904;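 further: potency means the concentration at half of the fitted maximal effect; 0% = DMSO only and -100% = full killing by 100 µM tamoxifen; nearly all actives have a fitted effect of over 50% in size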
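ATP-luminescence viability readout (ATPlite, 20 min RT) after 24 hr compound treatment at 39C of H1299-neo or H1299-p53A138V cells; titration up to 46 uM; normalized to DMSO and 100 uM tamoxifen; Hill-fit AC50.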
TSG101-PTAP inh = inhibitors of HIV-1 PTAP binding to human TSG101, validation | Q99816 | Fluorescence polarization, FITC-PTAP peptide/Tsg101, 20 min | Potency, µM (titrated, usually from 115 µM), without a hit: at the highest dose activity change, negative = inhibition, actives largely listed as inhibitors | 44,000 tested, under 10 active | AID 1347069; further: potency means the concentration at half of the fitted maximal effect; 0% is about no effect
Target sequence (Q99816 whole entry, looked up): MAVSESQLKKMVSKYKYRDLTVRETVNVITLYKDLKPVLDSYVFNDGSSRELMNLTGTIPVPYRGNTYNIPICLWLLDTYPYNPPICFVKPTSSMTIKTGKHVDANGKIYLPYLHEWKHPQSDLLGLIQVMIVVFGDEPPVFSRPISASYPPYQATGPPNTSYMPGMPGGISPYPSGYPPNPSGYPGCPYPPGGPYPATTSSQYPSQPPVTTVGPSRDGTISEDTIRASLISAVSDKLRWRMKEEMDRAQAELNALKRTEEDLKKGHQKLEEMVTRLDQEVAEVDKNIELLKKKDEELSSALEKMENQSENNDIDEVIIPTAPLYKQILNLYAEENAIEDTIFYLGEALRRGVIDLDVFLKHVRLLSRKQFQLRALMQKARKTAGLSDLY
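Compounds pinned into 10 uM Tsg101 binding domain, then 50 nM FITC-PTAP peptide added in pH 7.5 HEPES buffer; FP read after 20 min, room temperature. Total S+P intensity flags fluorescent compounds; active cut-off <25 µM, efficacy <60%.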
FH mod = Identification of activators of human fumarate hydratase by quantitative high-throughput screening. FH coupled MDH/diaphorase resazurin fluorescence, 15 min. Potency, µM (titrated, usually from 79.9 µM), for inactives: top-dose activity change, negative = inhibition, most hits filed as inhibitors. 0.22% of 54,000 active. Fumarate hydratase, mitochondrial (Homo sapiens), P07954. AID 1347055, 2019; further: potency means the concentration at half of the fitted maximal effect; on the % scale 0 is the no-effect control and ±100 the full control effect; the screen sought activators but most active calls are inhibition curves; nearly all actives have a fitted effect of over 45% in size
GALK inhibitor = inhibitors of human galactokinase (GALK). recombinant GALK, Kinase-Glo ATP luminescence, 1 h. Potency, µM (titrated, usually from 57.5 µM), without a hit: top-dose activity, negative = inhibition, hits mostly inhibitors. 44,000 tested, under 10 active. AID 1347072;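 further: plate controls were full GALK reaction for no effect and reaction lacking GALK for full effect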
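5 nM GALK; 35 uM ATP; 100 uM D-galactose; 20 mM HEPES pH 8.0, 5 mM MgCl2, 60 mM NaCl, 1 mM DTT, 0.01% BSA; 1 h RT; Kinase-Glo Plus luminescence.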
p53null 32C tox = kills p53 null cells at the permissive temperature; H1299-neo p53 null cells, ATP luminescence, 24 h, 32C; Potency, µM (doses to about 46.1 µM), for the others: top-dose activity change, negative = cytotoxicity, actives largely listed as cytotoxic; 0.62% of 55,000 active;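 further: potency means the concentration at half of the fitted maximal effect; 0% = DMSO only and -100% = full killing by 100 µM tamoxifen; nearly all actives have a fitted effect of over 55% in size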
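Cytotoxicity: H1299-neo (no p53), 32C, 24 h treatment. Concentrations up to 46 uM. Readout cellular ATP, luminescence. Normalization to DMSO basal and tamoxifen 100 uM maximal kill.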
B2AR arrestin ag = ADRB2 beta-arrestin recruitment; P07550; Potency, µM (highest dose often 46.1 µM), inactives show top-dose activation, actives largely listed as activators; HTLA Tango cells, beta-arrestin recruitment, luciferase luminescence, 18 h; 44,000 tested, under 10 active;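 further: potency means the concentration at half of the fitted maximal effect; 0% = DMSO and full agonism = EC100 isoproterenol or metaproterenol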
Target sequence (P07550 whole entry, looked up): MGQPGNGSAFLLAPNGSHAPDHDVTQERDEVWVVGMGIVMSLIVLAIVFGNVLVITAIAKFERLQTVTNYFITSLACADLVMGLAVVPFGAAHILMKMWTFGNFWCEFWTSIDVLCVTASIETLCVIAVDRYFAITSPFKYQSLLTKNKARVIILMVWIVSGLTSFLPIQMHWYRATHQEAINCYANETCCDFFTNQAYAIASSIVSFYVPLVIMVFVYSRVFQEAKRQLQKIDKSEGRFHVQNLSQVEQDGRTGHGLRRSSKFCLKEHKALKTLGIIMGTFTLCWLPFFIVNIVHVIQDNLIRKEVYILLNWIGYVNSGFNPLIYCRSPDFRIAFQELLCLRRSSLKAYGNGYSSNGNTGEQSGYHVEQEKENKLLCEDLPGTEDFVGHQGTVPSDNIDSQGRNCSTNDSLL
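Ligand-induced beta-arrestin recruitment to recombinant beta2-AR is measured via a tTA-driven luciferase reporter in Tango cells after 18 hr compound exposure at 37 degrees C. Concentrations span up to 46 microM.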
Starred values were filed as active, the others as inactive; ? = inconclusive; . = no result given; [ ] = dose if it differs, or a comment. The call rests on the fitted dose curve; in most records, active means well fitted curve in the direction sought with a large enough effect; inconclusive means small, poorly fitted or top-dose-only effect, or another doubt; inactive means no such curve, though single readings can be large; an effect the other way counts as inactive or inconclusive. The list is partial, so the mix of outcomes need not match the whole.

mol	p53null 32C tox	FH mod	NTMT1 inh	p53null 39C tox	TSG101-PTAP inh	GALK inhibitor	B2AR arrestin ag
Cc1ccc(Cl)cc1NC(=O)C1CCCN(S(=O)(=O)c2cccc3cccnc23)C1 (configuration not stated)	12%	-22%	?	9%	-1%	-11%	-2%
COc1ccc(C)c2sc(N(Cc3cccnc3)C(=O)COc3ccccc3)nc12	1%	-27%	3%	?	-1%	-8%	0%
CCN(CC)c1nn2c(=O)c(C(=O)NCc3cccc(OC)c3OC)cnc2s1	2%	3%	-13%	-9%	0%	1%	0%
CCOCCc1nn2c(=O)cc(COC(=O)COc3ccc(C)c(C)c3)nc2s1	-9%	-2%	-1%	-9%	-1%	-1%	1%
CCOc1ccccc1Nc1sc(C(=O)c2ccccc2)c(N)c1C(=O)Nc1ccc(F)cc1	2%	4%	4%	8%	0%	-4%	-2%
CCOc1ccc(-n2nc(CO)c(C(=O)NCc3cccc(OC)c3)n2)cc1	0%	-5%	-28%	-25%	-2%	0%	0%
Cc1ccc(NC(=O)CSc2nc(-c3ccccc3Cl)nc3cc(=O)[nH]n23)c(C)c1	30%	-9%	-19%	16%	-5%	0%	1%
Cc1c(Cl)cccc1NC(=O)CN(CCc1ccccc1)S(=O)(=O)c1ccccc1	24%	?	-20%	11%	1%	-20%	0%
Cc1ccc(C)c(CN2C(=O)CSc3ccc(C(=O)NCCc4ccc(Cl)cc4)cc32)c1	-5%	5%	-4%	3%	0%	0%	0%
Cc1nc2cc(-c3ccccc3)nn2c(C)c1CCC(=O)Nc1ccc(F)cc1F	3%	-4%	0%	-1%	-2%	-1%	-2%
Cc1ccc(CN(C(=O)COc2cccc(Cl)c2)c2ccccn2)o1	-10%	-16%	?	-14%	-2%	6%	-4%
Cc1ccc(C)c(Cn2c3ccccc3c3cnn(CC(=O)NCc4ccccc4)c(=O)c32)c1	3%	-1%	-1%	-6%	2%	1%	-3%
O=C(Cn1ncc2ccsc2c1=O)N1CCN(c2ccccc2F)CC1	-2%	4%	?	-18%	5%	0%	1%
COCCNC(=O)CCC(=O)NNc1nc2ccccc2c2nc(C)nn12	0%	2%	8%	0%	7%	0%	0%
Cc1cccc(C(CC(=O)NCC2(c3ccccc3)CCCC2)c2ccccc2)c1O (configuration not stated)	21%	.	.	?	-1%	4%	0%
Clc1ccc2c(c1)NC(c1ccncc1)=NC(c1cccs1)=N2	3%	-9%	?	-13%	-3%	3%	-1%
CCCCNC(=O)C1CCN(Cc2nc(-c3ccc(OC)c(OC)c3)oc2C)CC1	1%	5%	2%	-22%	-2%	9%	-2%
Cn1cnnc1SCC(=O)Nc1ccc(C#N)cc1	6%	0%	5%	-12%	-1%	0%	0%
COc1ccc(C(=O)Nc2ccc(C(=O)OCc3cc(=O)n4nc(C(C)C)sc4n3)cc2)cc1	0%	-1%	1%	-8%	1%	1%	0%
COC(=O)c1ccccc1NC(=O)N1CCc2c(sc3c2CCCC3)C1c1ccc(F)cc1 (configuration not stated)	-3%	-17%	?	12%	-1%	3%	-1%
O=C(c1cccn1-c1nnc(N2CCCC2)s1)N1CCN(c2ccc(F)cc2)CC1	-4%	-13%	-1%	-16%	0%	-1%	-2%
COc1ccc(Nc2nc3c(S(=O)(=O)c4ccccc4)nnn3c3ccc(Cl)cc23)c(OC)c1	1%	-4%	2%	6%	-9%	7%	1%
COc1ccccc1CNC(=O)CCCN1C(=O)CSc2c1c(C)nn2-c1ccccc1	12%	-13%	6%	-1%	-1%	5%	-1%
COC(=O)c1ccc(Cl)cc1NC(=O)N(C)CCc1c(C)nn(C)c1C	-2%	-1%	-5%	-4%	0%	-2%	1%
CCc1ccc(N2CCn3c2nc2c3c(=O)n(Cc3cccc(C)c3)c(=O)n2C)cc1	4%	-2%	3%	-23%	-9%	4%	-1%

Whole records, looked up by structure. Order of screens: p53null 32C tox | FH mod | NTMT1 inh | p53null 39C tox | TSG101-PTAP inh | GALK inhibitor | B2AR arrestin ag
Cc1nc2cc(-c3ccccc3)nn2c(C)c1CCC(=O)Nc1ccc(F)cc1F in the list: 3% | -4% | 0% | -1% | -2% | -1% | -2%
COC(=O)c1ccc(Cl)cc1NC(=O)N(C)CCc1c(C)nn(C)c1C in the list: -2% | -1% | -5% | -4% | 0% | -2% | 1%

Continuation.
mol	p53null 32C tox	FH mod	NTMT1 inh	p53null 39C tox	TSG101-PTAP inh	GALK inhibitor	B2AR arrestin ag
CC(C)N(C(=O)CSc1nc2ccc(Cl)cc2[nH]1)c1ccccc1	9%	?	2%	-2%	2%	2%	-1%
CCc1cccc(C)c1NC(=O)C1CCN(S(=O)(=O)c2c(C)noc2/C=C/c2c(C)cc(C)cc2C)CC1	0%	-10%	6%	-11%	-7%	-3%	0%
COc1ccc(C)cc1-n1cnc2cc(C(=O)NC3CCCC3)ccc21	5%	1%	6%	29%	-9%	1%	-1%
O=C(COC(=O)c1cccc(NC(=O)c2ccc(Br)cc2)c1)c1ccc(Br)cc1	-20%	5%	-5%	-29%	0%	0%	1%
CCC(=O)N1c2ccccc2CC1C(=O)NCc1cc(OC)ccc1OC (configuration not stated)	4%	0%	0%	9%	0%	-1%	0%
Cc1cccc(NC(=O)CCn2nc(-c3ccccc3)c3ccccc3c2=O)c1	8%	?	1%	19%	-2%	1%	?
COc1ccc(CCNC(=O)CSc2cn(CCNC(=O)c3ccccc3F)c3ccccc23)cc1OC	.	-13%	-8%	.	0%	8%	1%
CCOC(=O)c1cnc2ccc(C)cc2c1Nc1ccc(OCc2ccccc2Cl)cc1	2%	-10%	5%	6%	3%	2%	-2%
Cc1nnc(N2CCN(c3ccccc3F)CC2)c2c1nnn2Cc1ccccc1	3%	1%	-2%	-17%	-4%	1%	-1%
CCOC(=O)c1ccc(NC(=O)c2cc3c(=O)n(C)c4ccccc4c3n2C)cc1	-1%	-8%	-17%	23%	-8%	0%	-2%
Cc1ccccc1C(=O)Nc1sc2c(c1C(=O)N1CCCCC1)CCC(C)C2 (configuration not stated)	-4%	-11%	-4%	5%	2%	1%	0%
CCc1cccc(-n2c(=O)c3cccnc3n2CC(=O)Nc2ccccc2C(=O)OC)c1	-9%	-17%	-1%	11%	-1%	1%	0%
Cc1cc(C)c(NS(=O)(=O)c2cc(-c3onc(C)c3C)ccc2C)c(C)c1	-4%	7%	-1%	-8%	2%	0%	1%
Cc1nn(C)c2c1c(C(F)(F)F)cc(=O)n2C(C)C(=O)NCCC(C)C (configuration not stated)	9%	-1%	0%	8%	-2%	0%	0%
CCCCCn1c(=N)c(S(=O)(=O)c2ccccc2)cc2c(=O)n3ccccc3nc21	2%	0%	4%	-24%	-9%	1%	-2%
O=C(NCC(c1ccc2c(c1)OCO2)N1CCN(c2ccccc2)CC1)c1ccccc1F (configuration not stated)	-6%	-13%	11%	18%	-4%	2%	0%
Cc1ccc(CNS(=O)(=O)c2cc(C(=O)Nc3ccc(C(C)C)cc3)ccc2F)cc1	58%[activator]	?	-3%	2%	-1%	-2%	2%
NC(=O)COc1ccc(-c2noc(COc3ccc(Cl)cc3)n2)cc1	-13%	-19%	7%	4%	-5%	1%	0%
COc1cc(NC(=O)c2nnn(CC(=O)Nc3cc(C)ccc3C)c2N)cc(OC)c1	-11%	2%	-4%	-17%	0%	0%	0%
O=C(Nc1ccc(Br)cc1)c1cc2nc(-c3ccccc3)cc(-c3ccccc3)n2n1	2%	-9%	0%	42%[activator]	4%	2%	0%
Cc1cccc(-c2nc(Cn3c(SCc4cccc(C(F)(F)F)c4)nc4ccncc43)c(C)o2)c1	-24%	-1%	8%	?	1%	1%	-4%
CC(C)c1ccc(NC(=O)Nc2csc3c2CCCC3)cc1	18%	-9%	7%	4%	2%	-3%	0%
COC(=O)c1ccccc1NC(=O)c1nc(S(=O)(=O)Cc2cccc(C)c2)ncc1Cl	2%	4%	-1%	-4%	-3%	-2%	-1%
Cc1ccc(Cl)cc1NC(=O)c1oc2ccc(S(=O)(=O)N3CCC4(CC3)OCCO4)cc2c1C	3%	2%	22%	-4%	-1%	1%	0%
COc1ccc(Cl)cc1NC(=O)Cn1c(=O)n(CCC(=O)NCc2ccc3c(c2)OCO3)c(=O)c2ccccc21	?	-4%	?	?	1%	5%	1%
CCN1CCN(c2ncnc3c2cnn3-c2cc(Cl)ccc2C)CC1	3%	-14%	-22%	-4%	-1%	1%	0%
O=C1c2[nH]nc(-c3ccccc3O)c2C(c2cccc(Cl)c2)N1Cc1cccnc1 (configuration not stated)	34%[activator]	-5%	10%	2%	0%	0%	0%

Structural class, those above containing an NH in an aromatic ring (three)
mol	p53null 32C tox	FH mod	NTMT1 inh	p53null 39C tox	TSG101-PTAP inh	GALK inhibitor	B2AR arrestin ag
Cc1ccc(NC(=O)CSc2nc(-c3ccccc3Cl)nc3cc(=O)[nH]n23)c(C)c1	30%	-9%	-19%	16%	-5%	0%	1%
CC(C)N(C(=O)CSc1nc2ccc(Cl)cc2[nH]1)c1ccccc1	9%	?	2%	-2%	2%	2%	-1%
O=C1c2[nH]nc(-c3ccccc3O)c2C(c2cccc(Cl)c2)N1Cc1cccnc1 (configuration not stated)	34%[activator]	-5%	10%	2%	0%	0%	0%

Single entries from above:
Result for `CC(C)N(C(=O)CSc1nc2ccc(Cl)cc2[nH]1)c1ccccc1` under p53null 32C tox: 9%
Result for `O=C(COC(=O)c1cccc(NC(=O)c2ccc(Br)cc2)c1)c1ccc(Br)cc1` under NTMT1 inh: -5%

High-throughput results from PubChem BioAssay.
